NOD2 RIPK2 PPI – NOD2-RIPK2 binding disruptors in cells, primary screen, fluorescence, CHO cells, BLA complementation; inhibition, % at 4.98 µM; hit rate 0.38% among 360,000; Receptor-interacting serine/threonine-protein kinase 2 (Homo sapiens), O43353; CCF4 ratio; in the data active means inhibition above about 21%;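 further: 0% = vehicle only and 100% = reference blocker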
Target sequence (O43353 whole entry, looked up): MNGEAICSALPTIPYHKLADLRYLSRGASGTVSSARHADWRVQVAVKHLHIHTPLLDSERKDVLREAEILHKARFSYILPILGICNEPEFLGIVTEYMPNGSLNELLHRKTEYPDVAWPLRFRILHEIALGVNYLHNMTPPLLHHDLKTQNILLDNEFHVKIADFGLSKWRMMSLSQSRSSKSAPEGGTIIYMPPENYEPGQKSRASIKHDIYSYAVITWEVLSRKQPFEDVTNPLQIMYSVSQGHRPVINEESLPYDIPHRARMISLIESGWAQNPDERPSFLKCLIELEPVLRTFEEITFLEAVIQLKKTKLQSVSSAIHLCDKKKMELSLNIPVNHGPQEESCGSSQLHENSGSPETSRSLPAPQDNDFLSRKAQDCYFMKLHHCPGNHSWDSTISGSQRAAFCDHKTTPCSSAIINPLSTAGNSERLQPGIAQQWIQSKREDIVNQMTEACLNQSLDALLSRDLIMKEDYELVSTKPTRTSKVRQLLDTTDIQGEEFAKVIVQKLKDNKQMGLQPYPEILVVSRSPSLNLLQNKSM
NR2F2 inh – NR2F2 transcriptional activity inhibitors, primary screen, cell-based, luciferase reporter, HEK293T, luminescence; HEK293T NGFI-A luciferase reporter; inhibition, % at 8.6 µM; hit rate 0.7% among 370,000;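 active means inhibition above a per-plate cutoff, mean inhibition of test wells between control levels plus 3 SD, cut at about 38% in these data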;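 further: cells cotransfected with COUP-TFII expression vector driving the NGFI-A reporter; 0% = median of COUP-TF2 test wells and 100% = reporter-only cells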
NCOA2 inhibitor – inhibition of GAL4-SRC2 driven luciferase reporter, primary screen, SRC2 inhibitor project, cell-based, luminescence; Nuclear receptor coactivator 2 (Homo sapiens), Q15596; HEK293 GAL4-SRC2 luciferase reporter; inhibition, % at 9 µM; hit rate 0.17% among 370,000; AID 651957, 2012;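 active means inhibition above the mean inhibition of all tested compounds plus 3 SD, set per campaign, cut at about 52% in these data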;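 further: 0% = DMSO treated cells and 100% = cells given Gossypol at 36 µM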
Exocytosis inh – LAMP-1 surface exposure blockers, TALL-104 cells – cell-based, flow cytometry, MLPCN library, primary screen | TALL-104 LAMP-1 surface exposure; cells stimulated with thapsigargin and PMA | inhibition, % at 10 µM | hit rate 0.66% among 360,000 | AID 651702, 2012;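 active means inhibition above about 55%, limit read from the data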
TWEAK-Fn14 inh – inhibitors of TWEAK-Fn14 signaling, primary screen, luciferase reporter cells, uHTS; inhibition, % at 10 µM; TWEAK-stimulated Fn14 reporter cells, luciferase luminescence, 8 h; hit rate 2% among 360,000; in the data active means inhibition above about 50%
SRC3 inh – SRC3 coactivator transcriptional activity inhibitors, primary screen, cell-based, luminescence; HEK293 GAL4-SRC3 luciferase reporter; hit rate 0.17% among 360,000; AID 588352, 2011; Nuclear receptor coactivator 3 (Homo sapiens), Q9Y6Q9; inhibition, % at 3.6 µM;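 active means inhibition above a per-campaign cutoff, the mean of all compounds plus 3 SD, cut at about 60% in these data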;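 further: 0% = DMSO-treated cells and 100% = gossypol-treated cells at 36 µM; higher means less SRC3-driven luciferase light from the GAL4 reporter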
NCOA1 inh – SRC1 coactivator transcriptional activity inhibitors, primary screen, cell-based, luminescence | Nuclear receptor coactivator 1 (Homo sapiens), Q15788 | HEK293 GAL4-SRC1 luciferase reporter | inhibition, % at 3.6 µM | hit rate 0.12% among 360,000;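 active means inhibition above the campaign mean plus 3 SD, with each screening campaign given its own cutoff, cut at about 60% in these data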;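 further: 0% = DMSO treated cells and 100% = gossypol at 36 µM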
TROY signal inh – inhibitors of TROY-driven NF-kB signaling, primary screen, Q293 LMP1-TROYcd cells, NF-kB luciferase, uHTS. Q293 LMP1-TROYcd NF-kB luciferase reporter, 4 h. hit rate 0.98% among 360,000. AID 1347056, 2019. inhibition, % at 10 µM;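 active means compounds whose plate-normalised and pattern-corrected inhibition of the luciferase reporter signal at the single screening dose is 50% or more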
TLR9-MyD88 block – inhibitors of TLR9-MyD88 association in cells, primary screen, cell-based, CHO, BLA complementation, fluorescence. inhibition, % at 4.98 µM. hit rate 0.21% among 340,000. Toll-like receptor 9 (Homo sapiens) + Myeloid differentiation primary response protein …. AID 504734, 2011. CCF4 FRET ratio;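 active means inhibition above the mean over all tested compounds plus 3 SD, cut at about 21% in these data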;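 further: 0% = DMSO only wells and 100% = clavulanate BLA inhibitor control wells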
NR5A2 inv ag – LRH-1 (NR5A2) inverse agonists, primary screen, cell-based, luminescence, HEK293T, StAR-luciferase reporter | LRH-1 transfected, 24 h | inhibition, % at 3.6 µM | hit rate 0.13% among 360,000;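 active means inhibition above the mean inhibition of all tested compounds plus 3 SD, cut at about 73% in these data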;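 further: 0% = DMSO wells and 100% = reporter-only cells lacking LRH-1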
Target sequence (O00482 whole entry, looked up): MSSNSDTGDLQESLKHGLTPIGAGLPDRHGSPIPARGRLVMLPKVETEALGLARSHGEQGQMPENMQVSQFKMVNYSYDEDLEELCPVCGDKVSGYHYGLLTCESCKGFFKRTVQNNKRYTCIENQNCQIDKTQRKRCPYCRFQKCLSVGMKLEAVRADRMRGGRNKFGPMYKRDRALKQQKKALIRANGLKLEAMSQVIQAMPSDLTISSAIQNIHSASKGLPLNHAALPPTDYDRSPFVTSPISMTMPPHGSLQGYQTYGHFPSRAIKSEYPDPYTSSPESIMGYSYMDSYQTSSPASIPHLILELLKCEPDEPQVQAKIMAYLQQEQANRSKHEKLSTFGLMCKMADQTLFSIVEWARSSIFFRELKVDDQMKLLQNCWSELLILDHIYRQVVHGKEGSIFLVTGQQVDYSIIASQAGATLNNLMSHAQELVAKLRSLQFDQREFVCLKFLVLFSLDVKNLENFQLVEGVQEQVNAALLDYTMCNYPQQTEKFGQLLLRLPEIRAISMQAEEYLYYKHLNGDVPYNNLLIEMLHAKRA
ABHD5 PLIN5 PPI – ABHD5-PLIN5 interaction inhibitors, primary screen, cell lysate, split luciferase complementation, luminescence. Perilipin-5 (Homo sapiens) + 1-acylglycerol-3-phosphate O-acyltransferase ABHD5 (Homo …. Split G. princeps luciferase complementation, 4 h. inhibition, % at 4 µM. hit rate 0.78% among 360,000. AID 602281, 2012;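 active means inhibition above the mean inhibition across every tested compound plus 3 SD, cut at about 22% in these data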;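 further: 0% = DMSO only wells and the 100% control is not disclosed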
Starred values were filed as active, the others as inactive; nt = not tested or not shown.

SMILES	NOD2 RIPK2 PPI	NR2F2 inh	NCOA2 inhibitor	Exocytosis inh	TWEAK-Fn14 inh	SRC3 inh	NCOA1 inh	TROY signal inh	TLR9-MyD88 block	NR5A2 inv ag	ABHD5 PLIN5 PPI
COc1ccccc1NC(=O)CC1CCCC1	0	8	2	-4	-12	-4	12	-26	-1	0	-4
CCC(C)n1c(SCc2ccccc2)nc2ccsc2c1=O (stereo not given)	-6	-5	-24	0	7	21	7	24	7	-11	-13
CCN(CC)c1ccc(NC(=O)c2ccccn2)cc1S(=O)(=O)Nc1ccccc1OC	-10	-7	-26	-2	-4	-7	-6	-2	-5	-4	-27
O=C(/C=C/[C@H]1O[C@@H](n2ccc(=O)[nH]c2=O)[C@H](O)[C@@H]1O)NCc1cccs1	-7	-6	-5	0	-8	3	-14	-3	nt	-19	1
CCOc1ccc(C(=O)NCC(=O)Nc2ccc3c(c2)OCO3)cc1OCC	-8	-14	-5	6	-23	-33	-23	-50	-1	-10	4
O=C(Cn1cc2c(n1)CCCC2)N1CCCC1	5	-16	-9	-2	-14	-17	-12	-10	-3	-4	2
COc1ccc(N2CCN(C(=S)Nc3ccc(S(N)(=O)=O)cc3)CC2)cc1	-4	-10	3	0	16	5	-14	6	8	7	-13
CCCN(CC(=O)Nc1ccccc1OC)C(=O)Cc1ccccc1F	9	9	-12	-4	19	-8	-8	11	-12	0	5
COc1ccccc1Nc1nc(N)nc(CN2CCC(C)CC2)n1	2	-23	-8	6	-17	13	15	-16	-3	0	-5
COc1ccc(C(=O)N2CCN(Cc3cn[nH]c3-c3ccc(OC)cc3F)CC2)cc1	-3	13	-27	1	12	2	-8	0	-6	-9	-1
Cc1c([N+](=O)[O-])c(C(=O)N2CCCC2)nn1C	-2	-1	-23	0	-8	9	2	-7	4	2	2
Cc1cc(CSCc2ccc(Cl)cc2)no1	-19	-4	0	-11	1	-3	2	-31	-6	0	5
CN(c1ccccc1)S(=O)(=O)CS(=O)(=O)N(C)c1ccccc1	-4	-9	-8	-1	7	-34	-3	0	-9	-6	-1
O=C(NC(=S)NC1CCSC1=O)c1ccccc1F (stereo not given)	-10	4	-3	-1	-15	14	-20	-7	-3	-11	-1
O=C(CCCc1ccccc1)Nc1ccnn1C1CCN(Cc2ccccc2)CC1	3	-1	-15	64*	-8	-12	0	-10	-5	-4	9

3 entries out of the list above, ordered by the number in NCOA1 inh, descending:
Molecule	NCOA1 inh
Cc1cc(CSCc2ccc(Cl)cc2)no1	2
O=C(CCCc1ccccc1)Nc1ccnn1C1CCN(Cc2ccccc2)CC1	0
CCCN(CC(=O)Nc1ccccc1OC)C(=O)Cc1ccccc1F	-8

More structures.
SMILES	NOD2 RIPK2 PPI	NR2F2 inh	NCOA2 inhibitor	Exocytosis inh	TWEAK-Fn14 inh	SRC3 inh	NCOA1 inh	TROY signal inh	TLR9-MyD88 block	NR5A2 inv ag	ABHD5 PLIN5 PPI
CN(c1ccccc1)S(=O)(=O)c1ccc(C(=O)NNC(=O)c2ccccc2F)cc1	-5	5	19	6	4	8	-5	-2	2	7	-5
Cc1ccc(Cn2cnc3c(nnn3Cc3ccc(Cl)cc3)c2=O)cc1	-50	7	-15	-1	-23	21	18	5	-4	3	1
CCC(=O)Nc1cc(C(C)C)c(O)cc1C	-7	-9	-14	0	3	-3	4	16	2	3	-5
Cc1ccc(C)c(N(C(=O)Cn2nnc3ccccc32)C(C(=O)NCc2ccco2)c2ccncc2)c1 (stereo not given)	5	-3	-13	0	-14	-13	-19	-16	-10	12	14
CN(Cc1ccccc1)C(=O)C1CCCN1S(=O)(=O)c1ccc(Cl)cc1 (stereo not given)	-2	1	-6	5	20	-8	-6	4	-16	7	11
COc1ccccc1/C=C/C1(C(=O)NC2CCCC2)CC(=O)N1c1ccc(F)cc1 (stereo not given)	-3	6	40	11	32	11	2	11	8	3	-1
O=C(NCc1cccc(Cl)c1)C1Cc2c(-c3ccc(Cl)cc3)ccnc2O1 (stereo not given)	7	-5	0	-3	22	-21	5	22	nt	3	5
O=C(CSc1nc2scc(-c3ccco3)c2c(=O)n1-c1ccccc1)N1CCOCC1	2	-7	15	5	-5	2	-7	-7	-6	3	7
Cc1ccccc1-c1cc(C(=O)NCC2CC2)nn1CC1CC(c2cccc([N+](=O)[O-])c2)=NO1 (stereo not given)	-10	-12	2	5	-15	18	13	-4	-10	-12	2
O=C(O)c1nc(N2CCCCC2)ncc1Cl	-11	9	11	1	-10	2	-31	-8	-1	2	2
Cc1csc(NC(=O)c2ccc(-c3ccc(Cl)cc3Cl)o2)n1	-3	3	-23	-2	-38	-8	-9	-15	7	-17	0
COc1ccc(CNC[C@H]2O[C@@H](n3cnc4c(N)ncnc43)[C@H](O)[C@@H]2O)cc1OC	1	nt	nt	-3	-22	-4	-13	2	-13	-7	0
CCN(CC)S(=O)(=O)c1ccc(S(=O)(=O)N(CC(=O)Nc2ccccc2)CC2CCCO2)cc1 (stereo not given)	-16	1	-1	-4	-26	9	-2	6	-3	0	-1
Cc1cc2ccccn2c1C(=O)c1cccc(S(=O)(=O)N2CCOCC2)c1	-12	27	9	-1	-5	2	6	9	-5	2	6
COCc1nc2ccccc2n1Cc1cccc(C)c1	-6	-1	-20	3	-3	-17	-14	-8	-10	-5	-2
Cc1ccc2nc(-c3ccccc3C)oc(=O)c2c1	-5	-11	-3	-6	14	-4	0	-9	-12	-15	0
CC(=O)Nc1cc2c(nc1C)nc(C)n2Cc1ccc(Br)cc1	-1	4	-15	-2	3	-8	1	12	-1	9	-4
CCOc1ccccc1NC(=O)CN(c1ccc(C)cc1)S(=O)(=O)c1c(C)n[nH]c1C	2	3	-29	3	23	25	-9	16	-4	-4	-5
COC(=O)[C@]12CCCCC=C1N(Cc1ccc(Cl)cc1Cl)C(=O)[C@H](CC(=O)NCc1cccc(C(F)(F)F)c1)C2	-21	13	2	-4	9	nt	nt	15	nt	-12	-12
COc1ccc(S(=O)(=O)N2CCN(C(=O)c3c(-c4ccccc4)noc3C)CC2)cc1	5	1	2	-3	4	22	-5	1	-8	13	0
CN(c1ccccc1)S(=O)(=O)c1ccc(C(=O)NCc2ccccc2CN2CCCC2)cc1	2	7	40	15	0	2	11	-5	3	-22	2
COc1cccc(OC)c1NC(=O)C1CCCN1C(=O)Nc1ccccc1F (stereo not given)	-1	22	15	9	-5	5	-2	-5	4	-7	-1
COc1ccc(-c2nc3cnccn3c2Nc2ccc(C)cc2)cc1	8	-15	-23	3	-60	-33	-13	-36	16	9	4
Cc1cc(Cl)ccc1NNC(=O)c1snnc1C	1	6	-5	-1	79*	-2	-25	-8	-3	-8	-9
Cc1nc2ccc(C(C(F)(F)F)(C(F)(F)F)C(F)(F)F)cc2[nH]1	-11	-8	15	1	5	-2	10	-6	3	5	1
COc1cc(/C=C/c2nc(-c3ccccc3O)n[nH]2)cc(OC)c1OC	-5	-29	-9	98*	28	-10	-10	8	4	-24	4
COc1cc(NC(=O)c2cc3c(Cl)nc4ccccc4c3s2)cc(OC)c1OC	0	5	-6	1	-1	1	-3	-5	-1	-8	3
CCOC(=O)N1CCC(N2Cc3cccc(C(=O)NCC4CCN(CC(C)C)C4)c3C2=O)CC1 (stereo not given)	-5	-16	2	0	23	-12	-19	-1	8	3	1
CCN(CC)CC(O)CN1c2ccccc2Sc2ccccc21 (stereo not given)	-7	-3	3	18	15	-2	-3	0	4	-13	7
CC(=O)c1ccc2noc(-c3ccccc3)c2c1	-2	18	14	2	2	11	-1	-12	-10	4	28*
CCn1c(SCC(=O)Nc2nc(C)c(C)s2)nnc1-c1ccco1	1	5	-1	-1	15	-11	-8	3	3	11	7
COc1ccc(NC(=O)CN2CCCCC2)cc1S(=O)(=O)N1CCCCC1	2	7	5	1	3	-1	2	-4	-6	5	-6
CC(C)C[C@H](NC(=O)c1[nH]cnc1C(=O)N[C@@H](Cc1ccccc1)C(=O)OCc1ccccc1)C(=O)OCc1ccccc1	-8	0	-24	-6	-9	1	-2	-6	-2	1	-11
CCCc1cc(=O)n2[nH]c(-c3ccc(Cl)cc3)cc2n1	1	-37	-19	-4	-13	-102	-54	-24	-2	-131	-5
O=S(=O)(NCCC1=CCCCC1)c1cccc(Br)c1	-1	4	-19	19	5	-27	-80	-1	-2	-32	-12
CCOC(=O)c1[nH]c2ccccc2c1CCCN1C(=O)c2ccccc2C1=O	-12	11	-26	2	7	-12	-2	-17	-3	11	1
CN(C)Cc1c(C(=O)N/N=C/c2ccc(OCc3c(F)cccc3Cl)cc2)nnn1-c1nonc1N	2	-1	-16	1	9	4	7	15	-4	-2	1
CCOc1ccc(Br)cc1S(=O)(=O)Nc1ccc(S(=O)(=O)Nc2cc(C)on2)cc1	2	3	-5	-1	8	2	-6	-10	7	4	2
COC(=O)C(Cc1ccccc1)NS(=O)(=O)c1ccc(F)cc1Br (stereo not given)	-2	8	-4	8	-13	-32	-21	-4	-4	7	1
CCOC(=O)c1csc(N/N=C2\CCc3ccccc32)n1	4	-10	-14	-13	18	-26	-8	-8	3	-1	-14
CN(CC(=O)NCc1ccc(Cl)cc1)S(=O)(=O)c1cccc2cccnc12	-12	11	-7	-7	-7	4	7	14	0	-22	1
CC[C@H](C)[C@@H](CO)NC(=O)[C@H]1O[C@@H](n2ccc(=O)[nH]c2=O)[C@H](O)[C@@H]1O	-10	-6	-2	-1	-16	-10	-5	19	nt	7	2
COn1c(=S)[nH]c2ccccc2c1=O	-2	11	8	-1	0	12	5	3	3	13	3
N#C/C(=C\c1ccc(Cl)cc1)c1nc(-c2ccco2)cs1	-3	5	-22	12	-21	4	-5	-84	5	-12	6
Cc1ccc2c(CSc3nnnn3C)cc(=O)oc2c1	-3	-10	-6	-5	8	24	-17	-8	4	-5	-6
Cc1noc(C)c1C(=O)Nc1cccc(S(=O)(=O)N2CCOCC2)c1	9	-8	3	21	-4	3	-14	-5	-9	6	-2
Cc1ccc(NC(=O)c2ccccc2F)nc1	1	-49	-60	-1	12	-77	-141	-26	1	-115	-2

Only part of the results is shown; rates above refer to the full screens.
